# Assay outcomes deposited in PubChem BioAssay by several laboratories.
# CYP2C9 inh: blocks human cytochrome P450 2C9 | P11712 | CYP2C9 Supersomes, luciferin-H conversion, luminescence | inhibition, % at 5 µM | actives 20% (n = 96,000) | AID 777;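 active means blocking of liver enzyme CYP2C9 beyond about 50% at 5 µM, limit read from the data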; further: values of inactives mirror those of a sister screen read the other way
# Target sequence (P11712 whole entry, looked up): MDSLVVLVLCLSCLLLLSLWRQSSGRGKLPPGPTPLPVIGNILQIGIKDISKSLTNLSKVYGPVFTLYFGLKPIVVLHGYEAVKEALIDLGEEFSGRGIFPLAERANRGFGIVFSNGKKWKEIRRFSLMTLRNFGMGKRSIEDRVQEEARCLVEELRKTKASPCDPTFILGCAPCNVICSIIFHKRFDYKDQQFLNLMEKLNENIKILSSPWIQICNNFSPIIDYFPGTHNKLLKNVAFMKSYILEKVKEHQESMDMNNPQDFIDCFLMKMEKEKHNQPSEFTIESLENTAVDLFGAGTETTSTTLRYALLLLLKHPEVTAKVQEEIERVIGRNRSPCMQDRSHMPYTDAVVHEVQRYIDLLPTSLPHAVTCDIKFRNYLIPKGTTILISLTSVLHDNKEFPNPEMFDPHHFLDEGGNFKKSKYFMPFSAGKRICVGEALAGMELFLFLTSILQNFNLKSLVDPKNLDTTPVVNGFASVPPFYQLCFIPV
# CYP2C19 inhib: human CYP2C19 inhibition; P33261; CYP2C19 Supersomes, luciferin-H EGE luminescence, 30 min; inhibition, % at 5 µM; actives 21% (n = 96,000);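 active means CYP2C19 inhibition above a set limit at 5 µM in the primary screen, cut at about 50% in these data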;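 further: plate controls were negative control wells for no effect and 2.5 mM tranylcypromine positive control for full effect; values of inactives mirror those of a sister screen read the other way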
# Target sequence (P33261 whole entry, looked up): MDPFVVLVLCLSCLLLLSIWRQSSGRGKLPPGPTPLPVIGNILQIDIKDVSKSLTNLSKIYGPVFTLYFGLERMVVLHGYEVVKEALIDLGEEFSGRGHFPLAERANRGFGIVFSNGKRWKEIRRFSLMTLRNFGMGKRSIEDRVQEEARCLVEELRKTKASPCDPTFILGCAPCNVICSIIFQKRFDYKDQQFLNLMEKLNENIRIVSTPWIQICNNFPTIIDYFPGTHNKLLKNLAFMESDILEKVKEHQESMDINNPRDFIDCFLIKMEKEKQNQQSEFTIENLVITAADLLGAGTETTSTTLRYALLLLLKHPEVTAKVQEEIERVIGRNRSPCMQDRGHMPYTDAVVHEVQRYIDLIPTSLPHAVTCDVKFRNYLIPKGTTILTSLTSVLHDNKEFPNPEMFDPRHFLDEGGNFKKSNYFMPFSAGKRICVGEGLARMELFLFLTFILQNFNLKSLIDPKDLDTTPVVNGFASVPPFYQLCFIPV
# EphB4 ephrin blk: antagonists of human EphB4-ephrin-B2 interaction; EphB4 LBD / TNYL-RAW-Alexa532 peptide, fluorescence polarization; inhibition, % at 7 µM; actives 0.15% (n = 97,000);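 active means inhibition above the screen-wide mean inhibition plus 3 SD, cut at about 15% in these data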;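 further: 0% = DMSO wells and 100% = excess unlabeled TNYL-RAW peptide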
# PTK2B oligo ant: Pyk2 (human) oligomerization antagonism; actives 0.83% (n = 99,000); AID 1347419; Q293 cells, Pyk2 FERM NanoBiT luminescence; stronger effect = lower value; Q14289; z-score (the deposit names both 25 µM and 10 µM);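 active means Z-score of -3 or lower, scaled per plate to the spread of control and sample wells; inactive means z-score above -3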;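 further: negative z-score means lost luminescence so less FERM oligomerization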
# PostGolgi yeast: growth inhibition of a yeast mutant, post-Golgi transport screen. actives 0.9% (n = 98,000). AID 739. post-Golgi transport phenotypic cell assay. inhibition, % at 10 µM; in the data active means inhibition above about 30%;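 further: yeast cells grown in 1536-well plates; yeast grown about 18 h at 30C before absorbance read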
# CYP2C9 act: CYP2C9 (human) activation. actives 1.4% (n = 96,000). P11712. activation factor at 5 µM. AID 1024. recombinant CYP2C9, luciferin-H conversion, luminescence; stronger effect = higher value; factor 1 = untreated enzyme, 0 = blocked;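 active means activation factor of 2 or more for CYP2C9 at a 5 µM dose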;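 further: 0 = sulfaphenazole-blocked wells and 1 = vehicle-only wells; values of inactives mirror those of a sister screen read the other way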
# E coli WT exp: blocks growth of wild type E. coli BW25113; OD600 absorbance; growth inhibition, % at 100 µM; actives 0.15% (n = 98,000);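 active means growth inhibition above about 50% at one test dose, limit read from the data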;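 further: growth measured after 20 h incubation at 37 °C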
# PLAP activator: activators of human placental alkaline phosphatase | P05187 | purified PLAP enzyme, luminescent substrate read-out; stronger effect = higher value | activation fold at 20 µM | actives 1.2% (n = 96,000); in the data active means activation fold above about 2
# CYP2C19 activ: increases human CYP2C19 enzyme activity; activation factor at 5 µM; recombinant CYP2C19, luciferin-H EGE luminescence; stronger effect = higher value; 0 = fully inhibited enzyme, 1 = untreated enzyme; AID 1025; 96,000 tested, under 10 active; P33261;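 active means activation factor of at least 2 at 5 µM in the primary screen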;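 further: 0 = wells with 2.5 mM tranylcypromine and 1 = vehicle-only wells; values of inactives mirror those of a sister screen read the other way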
# * hit, by the source's call; / = not tested or not shown.
SMILES,CYP2C9 inh,CYP2C19 inhib,EphB4 ephrin blk,PTK2B oligo ant,PostGolgi yeast,CYP2C9 act,E coli WT exp,PLAP activator,CYP2C19 activ
O=S(=O)(NCc1ccccc1)c1ccc(Cl)cc1,72*,80*,14,-0.3,4,0.3,3,0.7,0.2
CCCCOc1ccc(/C=C2/Sc3ccccc3C2=O)cc1,30,-2,-3,0.04,-1,0.7,-5,0.8,1
COCc1cc(=O)n2[nH]c(-c3ccsc3-n3c(C)ccc3C)cc2n1,31,13,-5,-0.11,-15,0.7,-3,1.3,0.9
O=C(C#Cc1ccccc1)c1ccc([N+](=O)[O-])cc1,8,9,-4,0.56,11,0.9,2,0.6,0.9
Cn1cc(C(=O)N2CCN(C(=O)c3ccco3)CC2)c2c3ccccc3n(C)c2c1=O,8,-11,-11,1.8,7,0.9,3,1.2,1.1
COc1c(Cl)cc(Cl)cc1/C=N/n1cnnc1,-1,-2,-5,-0.1,2,1,6,1.2,1
O=C(CN(C(=O)CSc1nc2ccccc2o1)c1cccc(F)c1)NC1CCCCC1,63*,74*,0,-0.46,2,0.4,4,1,0.3
COc1ccc(NC(=O)CCNC(C)=O)cc1NS(=O)(=O)c1ccc(F)cc1,29,52*,3,0.91,4,0.7,5,1.5,0.5
CCOC(=O)c1c(C)[nH]c(C)c1C(=O)CSc1nnc(-c2ccc(OC(F)F)cc2)o1,33,19,-2,0.3,0,0.7,-3,1,0.8
CCOc1ccccc1-c1nc(-c2ccncc2)no1,-37,78*,-1,-0.11,0,1.4,2,1,0.2
O=C(/C=C/c1ccc(Cl)cc1Cl)NCCN1CCOCC1,-16,9,-6,0.79,-5,1.2,9,1.3,0.9
Cc1ccc(CCNC(=O)C2CCCN(S(=O)(=O)c3cccc4nsnc34)C2)cc1 (stereo not drawn),11,24,1,0.03,-6,0.9,-3,1,0.8
CC(=O)Nc1ccc(NC(=O)C2CC(=O)N(c3cccc(C)c3C)C2)cc1 (stereo not drawn),6,5,4,-0.23,-1,0.9,0,1.2,0.9
COCCCNC(=O)c1ccc(Cn2c(=O)c3ccccc3n(Cc3cc(C)ccc3C)c2=O)cc1,82*,75*,0,-1.2,-4,0.2,-8,1.9,0.3
COc1cc(C2NC(=O)NC(C)=C2C(=O)OC2CCCC(C)C2)ccc1O (stereo not drawn),16,9,-4,0.56,7,0.8,15,1,0.9

# Retrieved by compound from the list above:
SMILES,CYP2C9 inh,CYP2C19 inhib,EphB4 ephrin blk,PTK2B oligo ant,PostGolgi yeast,CYP2C9 act,E coli WT exp,PLAP activator,CYP2C19 activ
CC(=O)Nc1ccc(NC(=O)C2CC(=O)N(c3cccc(C)c3C)C2)cc1 (stereo not drawn),6,5,4,-0.23,-1,0.9,0,1.2,0.9
COc1ccc(NC(=O)CCNC(C)=O)cc1NS(=O)(=O)c1ccc(F)cc1,29,52*,3,0.91,4,0.7,5,1.5,0.5
COCc1cc(=O)n2[nH]c(-c3ccsc3-n3c(C)ccc3C)cc2n1,31,13,-5,-0.11,-15,0.7,-3,1.3,0.9

# (further entries)
SMILES,CYP2C9 inh,CYP2C19 inhib,EphB4 ephrin blk,PTK2B oligo ant,PostGolgi yeast,CYP2C9 act,E coli WT exp,PLAP activator,CYP2C19 activ
COc1cc(C2CC(C(F)(F)F)n3ncc(C(=O)O)c3N2)cc(OC)c1OC (stereo not drawn),-1,9,4,1.1,6,1,8,1.4,0.9
CCc1ccc(NS(=O)(=O)c2ccc3[nH]cc(C(=O)N4CCCCC4)c(=O)c3c2)cc1,18,14,8,-0.5,7,0.8,7,1.2,0.9
Cc1ccc(-n2c3c(c(=O)[nH]c2=O)C(NS(=O)(=O)c2ccc(C)cc2)(C(F)(F)F)C(=O)N3)cc1 (stereo not drawn),-20,-7,3,2.2,-1,1.2,-3,0.9,1.1
Cc1ccc(-c2nn(-c3ccccc3)cc2C2CC(c3cccs3)=NN2C(=O)CCC(=O)O)cc1 (stereo not drawn),14,8,-6,/,-4,0.9,-11,1.4,0.9
COc1ccc(N=C2SC(CC(=O)Nc3ccc(OC)cc3OC)C(=O)N2C)cc1 (stereo not drawn),52*,49,6,-1.3,-11,0.5,2,1,0.5
CCn1nc(CC(=O)Nc2nnc(CC(=O)N3CCCC3)s2)c2ccccc2c1=O,25,14,6,0.91,5,0.8,-6,1.2,0.9
O=C(NCc1ccco1)c1cccn2c(=O)c3cc4ccccc4cc3nc12,42,11,8,/,-15,0.6,-8,1.3,0.9
O=C(CCN1CCCCC1)Nn1c(=S)[nH]c2ccccc2c1=O,16,-11,7,1.5,-3,0.8,-1,1.1,1.1
O=C(NCc1cccnc1)C1CCN(S(=O)(=O)N2CCC3(CC2)OCCO3)CC1,-6,-12,-7,0.76,13,1.1,1,0.9,1.1
CCOC(=O)C1=C(C)NC(=O)NC1c1ccc(OC(=O)c2ccco2)c(OC)c1 (stereo not drawn),17,7,1,0.24,-17,0.8,5,1,0.9
O=C(Nc1cc(Cl)ccc1Oc1ccccc1)c1cnccn1,5,4,5,0.27,4,1,-1,0.8,1
CCS(=O)(=O)N1CCC(C(=O)NCCc2ccc(OC)c(OC)c2)CC1,-8,-14,-9,2.4,-1,1.1,8,1,1.1
C(=N\c1nc2ccccc2n1CCN1CCCCC1)/c1ccc2c(c1)OCO2,24,19,-6,0.37,7,0.8,4,1.3,0.8
c1ccc2c(c1)oc1c(N3CCOCC3)ncnc12,2,38,-8,-0.2,-15,1,7,0.7,0.6
O=C(/C=C/c1ccc(Cl)c([N+](=O)[O-])c1)Nc1cccnc1,26,36,1,-0.31,10,0.7,3,0.8,0.6

# 3 structures already listed, sorted by heavy-atom count, ascending.
SMILES,CYP2C9 inh,CYP2C19 inhib,EphB4 ephrin blk,PTK2B oligo ant,PostGolgi yeast,CYP2C9 act,E coli WT exp,PLAP activator,CYP2C19 activ
CCc1ccc(NS(=O)(=O)c2ccc3[nH]cc(C(=O)N4CCCCC4)c(=O)c3c2)cc1,18,14,8,-0.5,7,0.8,7,1.2,0.9
Cc1ccc(-n2c3c(c(=O)[nH]c2=O)C(NS(=O)(=O)c2ccc(C)cc2)(C(F)(F)F)C(=O)N3)cc1 (stereo not drawn),-20,-7,3,2.2,-1,1.2,-3,0.9,1.1
Cc1ccc(-c2nn(-c3ccccc3)cc2C2CC(c3cccs3)=NN2C(=O)CCC(=O)O)cc1 (stereo not drawn),14,8,-6,/,-4,0.9,-11,1.4,0.9

# Further structures follow.
SMILES,CYP2C9 inh,CYP2C19 inhib,EphB4 ephrin blk,PTK2B oligo ant,PostGolgi yeast,CYP2C9 act,E coli WT exp,PLAP activator,CYP2C19 activ
COc1ccc(-c2nc(CC(=O)O)cs2)cc1,-4,-15,1,1.3,10,1,-14,1.1,1.1
COc1ccc(N=C2SCC(=O)N2c2ccc(OC)cc2)cc1,-3,21,7,0.28,-2,1,-6,0.9,0.8
CCOC(=O)C1=C(C)Nc2ncnn2C1c1cc(OC)ccc1OC (stereo not drawn),19,-4,-2,-1,-2,0.8,2,0.8,1
CC1CCCCC12NC(=O)N(CC(=O)c1ccc[nH]1)C2=O (stereo not drawn),16,-1,4,-0.18,5,0.8,4,0.9,1
Cc1cc(C(F)F)n2ncc(C(=O)NCc3ccccc3C(F)(F)F)c2n1,-11,-15,0,-0.53,3,1.1,0,1.1,1.1
O=C(CCN1CCCCC1)c1ccc2c(c1)OCCO2,-6,0,-5,-0.18,-8,1.1,5,0.9,1
c1ccc2c(c1)nc1sccn12,-38,-11,/,-0.23,4,1.4,21,0.8,1.1
Cc1ccc(S(=O)(=O)N2CCN(Cc3cc(C(C)C)ccc3O)CC2)cc1,51*,28,3,-1.4,-3,0.5,-9,0.9,0.7
COc1ccc(CNC(=O)Cn2cc3c(n2)CCCCC3)cc1,-25,15,/,/,-5,1.3,3,1,0.9
Cn1c(SCCCC(=O)c2ccc(F)cc2)nnc1-c1ccncc1,59*,71*,-7,1.5,11,0.4,3,1.1,0.3
COc1ccc(S(=O)(=O)Nc2cc(C)ccc2OC)cc1C,80*,100*,-2,-1.8,-8,0.2,4,1,0
COCCN(C(=O)C1CC1)c1nnc(-c2ccc(C)cc2)s1,11,9,-3,-1.7,7,0.9,-1,1.1,0.9
CCn1c(COc2ccccc2C)nnc1SCC(=O)CC(=O)Nc1ccccc1,55*,35,-5,-0.49,12,0.5,16,1.7,0.7
Cc1nn(CC(=O)Nc2ccc(C(=O)N3CCCC3)cc2)c(=O)c2ccccc12,-13,-6,/,0.42,5,1.1,-2,1,1.1
CC12CCC(C(=O)NCc3ccc4c(c3)OCO4)(OC1=O)C2(C)C (stereo not drawn),18,56*,5,0.38,10,0.8,1,0.9,0.4
CNC(=O)CSc1nnnn1-c1ccc(C)cc1C,-45,49,2,-0.39,2,1.5,0,0.9,0.5
NC(=O)CC(NC(=O)OCc1ccccc1)C(=O)O (stereo not drawn),-3,-7,7,-0.26,3,1,-5,1.1,1.1
COc1ccc(C(=O)N2CCC(O)(c3ccc(F)cc3)CC2)cc1OC,23,26,0,-0.39,1,0.8,-3,1.2,0.7
O=C1Nc2ccccc2Nc2ncccc21,5,10,-7,0.11,4,1,-5,1.1,0.9
Cn1cc([N+](=O)[O-])c(C(=O)Nc2nc(-c3ccc(Cl)cc3)cs2)n1,-5,-9,-9,-1.7,1,1.1,-5,1,1.1
COc1ccccc1CCNC(=O)CCn1c(=O)oc2ccccc21,44,83*,0,/,5,0.6,4,1.2,0.2
O=c1c2ccccc2nc(CSc2nnnn2-c2ccccc2)n1-c1ccccc1,-6,-6,/,0.48,9,1.1,1,0.9,1.1
C=CCN1CCN(C(c2ccccc2)c2nnnn2CCC(C)C)CC1 (stereo not drawn),-2,43,-1,2.1,-11,1,5,1.6,0.6
COCCCn1c(=S)[nH]c2ccc(N3CCOCC3)cc2c1=O,11,3,/,-0.07,-5,0.9,4,0.9,1
O=C(COc1cccc2ccccc12)N1CCN(c2ccccc2)CC1,-72,95*,-1,1.1,-16,1.7,-17,1.8,0
CC(C)(C)OC(=O)N1CCC(c2c(C(=O)O)cnn2-c2ccccc2Cl)CC1,22,-2,2,0.31,4,0.8,-1,1.3,1
C=CCn1c(SCC(=O)Nc2nccs2)nnc1-c1ccco1,22,85*,-4,-0.89,-3,0.8,11,1.1,0.1
N#CC1=C(N)OC2=C(C(=O)CCC2)C1CCc1ccccc1 (stereo not drawn),92*,94*,1,-0.06,11,0.1,6,0.9,0.1
Cn1c(=O)n(CCc2ccccc2)c(=O)c2c1nc1n2CCCN1Cc1ccccc1,15,11,1,-2.4,5,0.8,-16,1.1,0.9
CC(C)NC(=O)Nc1cccs1,/,/,-9,0.38,1,/,-6,/,/
